Screening results (PubChem BioAssay)
Vif-APOBEC3F blk – inhibitors of Vif-A3F interaction | HeLa A3F-eYFP + Vif (tagged APOBEC3F with the HIV-1 protein that degrades it), YFP fluorescence increase | Potency, µM (top dose mostly 46.1 µM), for inactives: top-dose activity, negative = active | 390,000 compounds, 0.2% hits | AID 602313; further: potency means the concentration at half of the fitted maximal effect; % of control where 0% means no effect; nearly all actives have a fitted effect of over 65% in size
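HeLa cells stably expressing Vif plus C-terminally eYFP-tagged A3F were seeded, incubated overnight at 37 deg C, dosed with compound, incubated overnight again at 37 deg C. Yellow fluorescence (Ex 488/Em 500-530) reported blocked Vif-mediated A3F-eYFP degradation.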
D1 ag – agonists of human D1 dopamine receptor; 360,000 compounds, 1% hits; activation, % at 2 µM; HEK293 T-REx D1 cells, calcium flux, agonist mode; P21728; in the data active means activation above about 30%; further: 0% is about no effect
Target sequence (P21728 whole entry, looked up): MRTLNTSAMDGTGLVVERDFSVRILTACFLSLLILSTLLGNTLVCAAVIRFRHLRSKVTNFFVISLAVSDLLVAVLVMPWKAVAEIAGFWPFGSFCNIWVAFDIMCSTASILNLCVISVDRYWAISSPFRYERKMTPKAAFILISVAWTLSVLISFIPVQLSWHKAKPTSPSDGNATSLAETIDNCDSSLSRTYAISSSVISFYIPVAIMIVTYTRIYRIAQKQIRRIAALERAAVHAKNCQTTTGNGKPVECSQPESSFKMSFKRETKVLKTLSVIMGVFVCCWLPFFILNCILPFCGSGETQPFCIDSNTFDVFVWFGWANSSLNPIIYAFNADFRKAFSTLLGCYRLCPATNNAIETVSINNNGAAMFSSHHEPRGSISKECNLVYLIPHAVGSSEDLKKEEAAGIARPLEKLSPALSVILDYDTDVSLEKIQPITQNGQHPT
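Inducible HEK293 T-REx D1 cells, force-coupled to calcium signalling, were plated at 4000 cells/well with tetracycline and held overnight at 30 C. After no-wash calcium dye loading, compound-evoked calcium rise over 180 s flagged agonists.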
RXFP1 ag – activates the human relaxin receptor RXFP1; Q9HBX9; HEK293T-RXFP1 cAMP TR-FRET, 30 min; response scale: percent of porcine relaxin response, buffer zero; Potency, µM (doses to about 57.5 µM), without a hit: at the highest dose activation, usual class: activators; 370,000 compounds, 0.3% hits; further: potency means the concentration at half of the fitted maximal effect; on the % scale 0 is the no-effect control and ±100 the full control effect; nearly all actives have a fitted effect of over 60% in size; many of its hits are not listed in these tables
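HEK293 cells stably expressing RXFP1, treated 30 min at 37C with compounds plus PDE4 inhibitor Ro 20174; cAMP measured by HTRF TR-FRET. Normalized to buffer and 29 nM porcine relaxin; EC50 by Hill fit.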
D1 PAM – enhances dopamine response at the human D1 receptor; P21728; HEK293 TREx D1 cells, calcium flux, dopamine EC20 potentiation; potentiation, % at 10 µM; 360,000 compounds, 0.036% hits; in the data active means potentiation above about 30%; further: 0% is about no effect
D1 antag – antagonists of human D1 dopamine receptor | HEK293 TREx D1 cells, calcium flux, dopamine EC80; hits give low values | P21728 | 360,000 compounds, 3.2% hits | activity change, negative = inhibition, % at 10 µM; in the data active means activity change below about -30%; further: on the % scale 0 is the no-effect control and ±100 the full control effect
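Kinetic fluorescence of a calcium dye serves as the read-out. D1-expressing Hek293 Trex cells, induced overnight at 30 C, are exposed to compound for 180 s before an EC80 dopamine addition, then read 180 s further.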
GRP78 ERSR act – ER stress response induction in glioma | Potency, µM, for the others: top-dose activation, actives largely listed as activators | 420,000 compounds, 0.02% hits | U87-MG GRP78 promoter luciferase reporter, 16 h; further: potency means the concentration at half of the fitted maximal effect; series mostly up to about 76 µM; % of control where 0% means no effect; nearly all actives have a fitted effect of over 35% in size
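ERSR induction read as luciferase luminescence (Bright-Glo, 10 min at room temperature) in stably transfected human U87-MG glioma cells exposed to compounds for 16 h, using GRP78 as sensor.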
Vif-APOBEC3G blk – Vif-A3G binding inhibition; Q9HC16; HeLa A3G-eYFP + Vif (tagged APOBEC3G with the HIV-1 protein that degrades it), YFP fluorescence, overnight; Potency, µM (top dose mostly 46.1 µM), for the others: top-dose activity, negative = active, actives largely listed as inhibitors; 410,000 compounds, 0.076% hits; AID 602310;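 further: potency means the concentration at half of the fitted maximal effect; on the % scale 0 is the no-effect control and ±100 the full control effect; nearly all actives have a fitted effect of over 60% in size; hits raise eYFP signal because A3G escapes Vif-driven loss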
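HeLa cells stably expressing Vif and C-terminally eYFP-tagged A3G, seeded overnight at 37 deg C, then exposed to compound by pintool overnight at 37 deg C. Rise in yellow fluorescence (Ex 488/Em 500-530, Acumen) marks blocked Vif-driven A3G degradation.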
D2 PAM – D2 dopamine receptor (human) potentiation. potentiation, % at 10 µM. AID 485347. HEK293 T-REx D2, calcium flux, EC20 dopamine potentiation. 340,000 compounds, 0.34% hits;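 active means potentiation over 3 SD above the plate norm, cut at about 30% in these data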; further: 0% is about no effect
Target sequence (P14416 whole entry, looked up): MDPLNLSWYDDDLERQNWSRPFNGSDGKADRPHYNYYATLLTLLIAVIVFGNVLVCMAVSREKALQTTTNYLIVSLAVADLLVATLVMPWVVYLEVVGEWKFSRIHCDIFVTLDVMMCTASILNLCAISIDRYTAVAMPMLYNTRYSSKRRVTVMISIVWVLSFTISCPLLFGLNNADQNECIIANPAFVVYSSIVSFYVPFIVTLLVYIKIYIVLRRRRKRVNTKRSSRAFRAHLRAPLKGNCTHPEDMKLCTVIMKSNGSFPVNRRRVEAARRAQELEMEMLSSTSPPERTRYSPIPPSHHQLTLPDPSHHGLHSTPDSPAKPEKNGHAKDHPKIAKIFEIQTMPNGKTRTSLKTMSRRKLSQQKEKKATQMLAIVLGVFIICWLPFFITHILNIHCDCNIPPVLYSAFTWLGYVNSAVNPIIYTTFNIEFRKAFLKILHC
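Tetracycline-induced Hek293 Trex D2 cells, force-coupled to calcium, loaded with no-wash calcium dye. Compound added with 180 s kinetic read for agonism, then EC20 dopamine and a further 180 s read for potentiation.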
RXFP1 antagonist – antagonists of human relaxin receptor RXFP1. HEK293-RXFP1, relaxin-stimulated cAMP HTRF, 30 min; hits give low values. Q9HBX9. AID 1259400. activity change, negative = inhibition, % at 57.5 µM. 350,000 compounds, 0.59% hits;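 active means activity change of -60% or lower, but not beyond a set lower limit; inconclusive means change between -60% and -40%, or beyond the set limit; inactive means change above -40%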; further: on the % scale 0 is the no-effect control and ±100 the full control effect
Active calls of the source: *; u = inconclusive; x = no result given; & = joins results of further samples; ! = repeats disagree. Unless noted, the call rests on the fitted dose curve; in most records, active means well fitted curve in the direction sought with a large enough effect; inconclusive means small, poorly fitted or top-dose-only effect, or another doubt; inactive means no such curve, though single readings can be large; an effect the other way counts as inactive or inconclusive. A portion of the library (hit frequency here may not be typical).

SMILES	Vif-APOBEC3F blk	D1 ag	RXFP1 ag	D1 PAM	D1 antag	GRP78 ERSR act	Vif-APOBEC3G blk	D2 PAM	RXFP1 antagonist
Cn1c(SCc2nc3ccccc3[nH]2)nnc1-c1cccnc1	-1%	1	1.8%	1	-3	-4%	1%	6	3
COc1ccc(NS(=O)(=O)c2ccc(Br)cc2)cn1	15%	10	2.1%	6	-12	-2%	1%	-6	-19
O=C(CCN(CCO)Cc1ccccc1)Nc1ccc(Br)cc1	-1%	5	-0.8%	-1	8	-1%	-2%	-14	2
c1cnc(Oc2ccc3oc4ccccc4c3c2)nc1	6%	3	2.6%	-3	-7	6%	-3%	10	2
Cc1ccc(NC(=S)N2CCN(S(=O)(=O)c3c(F)cccc3F)CC2)cc1C	5%	1	2.9%	-3	-8	-5%	-5%	-3	-1
CC1=NN(c2ccccc2)C(=O)C1C=Nc1ccc(N(C)C)cc1 (stereo not drawn)	-21%	16	-6.8%	-9	-8	6%	-8%	13	-69*
CC1CCCC(NC(=O)COC(=O)c2ccc(Br)o2)C1C (stereo not drawn)	-2%	x	x	x	x	-4%	1%	x	7
CCOC(=O)CN1CC23C=CC(O2)C(C(=O)O)C3C1=O (stereo not drawn)	4%	4	1.8%	x	-17	-3%	-5%	-2	-5
Cc1ccc(S(=O)c2snnc2C)cc1 (stereo not drawn)	12%	3	2.6%	4	2	2%	-11%	5	17
COc1ccc(-c2nc(CS(=O)CC(=O)NCc3cccnc3)c(C)o2)cc1 (stereo not drawn)	2%	1	-0.5%	x	-2	-2%	2%	-8	1
CC(=O)c1ccc(S(=O)(=O)Nc2ccc(C(=O)NCCCn3ccnc3)cc2)cc1	15%	0	-0.3%	-4	-26	-2%	2%	x	15
CSCCCNC(=S)N1CCN(c2ccc(C(C)=O)cc2)CC1	-18%	3	3.6%	-6	-33*	-1%	-4%	-3	8
Cc1ccc(NC(=O)CC(O)(C(F)(F)F)C(F)(F)F)c(Br)c1	-9%	12	3.0%	2	-25	-1%	5%	9	1
COc1ccc(S(=O)(=O)NCC2CC3C=CC2C3)cc1OC (stereo not drawn)	-1%	3	-1.3%	-2	-2	-1%	1%	6	-3
O=C(NNC1CC(=O)N(c2ccc(Cl)cc2)C1=O)c1ccco1 (stereo not drawn)	-7%	5	1.6%	-1	-1	-3%	-1%	-3	4
CCOC(=O)c1ccc(-c2c(-c3cc(OC)c(OC)c(OC)c3)noc2C)cc1F	-17%	11	-0.1%	-8	1	-1%&-4%	u	3	x
CCc1ccccc1N(CC(=O)NCCSCc1ccco1)S(C)(=O)=O	-2%	3	-0.1%	4	-19	-3%	0%	2	1
COc1cc(=O)n(C)c2c(O)cccc12	4%	-3	1.9%	-2	-13	-1%	0%	-12	x
Cc1ccc(NC(=O)CSc2ccc3nnc(CCNS(=O)(=O)c4ccccc4)n3n2)cc1Cl	-1%	1	0.3%	-1	-11	-4%	-8%	-4	-36
Cc1ccc(Nc2cc(C(=O)NC3CCCC3)c3ccccc3n2)c(C)c1	-9%	-1	6.4%	2	10	-3%	-2%	-15	-5

Sorted by heavy-atom count (smallest number first): part of the list above
SMILES	Vif-APOBEC3F blk	D1 ag	RXFP1 ag	D1 PAM	D1 antag	GRP78 ERSR act	Vif-APOBEC3G blk	D2 PAM	RXFP1 antagonist
COc1cc(=O)n(C)c2c(O)cccc12	4%	-3	1.9%	-2	-13	-1%	0%	-12	x
COc1ccc(NS(=O)(=O)c2ccc(Br)cc2)cn1	15%	10	2.1%	6	-12	-2%	1%	-6	-19
CCOC(=O)CN1CC23C=CC(O2)C(C(=O)O)C3C1=O (stereo not drawn)	4%	4	1.8%	x	-17	-3%	-5%	-2	-5
CC1CCCC(NC(=O)COC(=O)c2ccc(Br)o2)C1C (stereo not drawn)	-2%	x	x	x	x	-4%	1%	x	7
COc1ccc(S(=O)(=O)NCC2CC3C=CC2C3)cc1OC (stereo not drawn)	-1%	3	-1.3%	-2	-2	-1%	1%	6	-3
O=C(NNC1CC(=O)N(c2ccc(Cl)cc2)C1=O)c1ccco1 (stereo not drawn)	-7%	5	1.6%	-1	-1	-3%	-1%	-3	4
CCc1ccccc1N(CC(=O)NCCSCc1ccco1)S(C)(=O)=O	-2%	3	-0.1%	4	-19	-3%	0%	2	1
Cc1ccc(Nc2cc(C(=O)NC3CCCC3)c3ccccc3n2)c(C)c1	-9%	-1	6.4%	2	10	-3%	-2%	-15	-5
Cc1ccc(NC(=S)N2CCN(S(=O)(=O)c3c(F)cccc3F)CC2)cc1C	5%	1	2.9%	-3	-8	-5%	-5%	-3	-1
CCOC(=O)c1ccc(-c2c(-c3cc(OC)c(OC)c(OC)c3)noc2C)cc1F	-17%	11	-0.1%	-8	1	-1%&-4%	u	3	x
Cc1ccc(NC(=O)CSc2ccc3nnc(CCNS(=O)(=O)c4ccccc4)n3n2)cc1Cl	-1%	1	0.3%	-1	-11	-4%	-8%	-4	-36

(next part)
SMILES	Vif-APOBEC3F blk	D1 ag	RXFP1 ag	D1 PAM	D1 antag	GRP78 ERSR act	Vif-APOBEC3G blk	D2 PAM	RXFP1 antagonist
O=C(Nc1ccc(Cl)c(-c2nc3ccccc3o2)c1)c1cccc2c(Cl)cccc12	-1%	0	1.5%	-4	5	-1%	-7%	0	-8
O=C(c1cccc(S(=O)(=O)NCc2ccccc2)c1)N1CCCC(C(F)(F)F)C1 (stereo not drawn)	5%	18	1.0%	-2	-6	-2%	-1%	x	6
Cc1ccc(Nc2nnc(SCC(=O)Nc3ccc(S(=O)(=O)N4CCOCC4)cc3)s2)cc1	1%	-1	0.0%	-2	-14	2%	-4%	1	-10
O=c1c2ccccc2ncn1/N=C/c1ccccc1	0%	1	6.5%	-1	11	-14%	-7%	16	18
O=C(CSc1nnc(NC(=O)c2ccccc2F)s1)NCc1ccco1	3%	1	-0.7%	0	6	-5%	-2%	4	-13
O=C(OCc1ccccc1)N1CCC2CC1c1cc(N3CCN(S(=O)(=O)c4cccc(C(F)(F)F)c4)CC3)ccc12 (stereo not drawn)	-3%	x	x	x	x	-6%	-4%	x	-6
Cn1c(=O)c2c(nc(N3CCOCC3)n2Cc2ccccc2F)n(C)c1=O	-11%	0	9.4%	3	7	-4%	-2%	-4	x
COc1ccccc1C(=O)Nc1nc(-c2cccs2)c(NC(C)=O)s1	-14%	2	-0.5%	-1	x	-5%	-20%	10	3
O=C(CSc1nnnn1-c1cccc(F)c1)NC1CCCCC1	-3%	1	0.7%	-6	10	-2%	-2%	7	-3
OCCNc1nc(-c2ccccc2)c2cc(Br)ccc2n1	1%	1	9.3%	0	-7	0%	-9%	x	x
Cn1c(=O)c2sccc2n2c(CCC(=O)NCc3ccc(Cl)cc3)nnc12	-3%	1	u	-1	-14	-3%	3%	15	3
Cc1nc2c(C#N)c[nH]n2c(=O)c1CCO	5%	3	1.1%	0	-8	0%	-4%	15	10
CC1CC(=O)N(CC(=O)Nc2ccc3c(c2)OCCO3)c2ccccc2S1 (stereo not drawn)	-6%	2	0.0%	-1	-17	-3%	0%	25	8
O=C(N/N=C/c1ccccc1)c1ccc2c(c1)OCO2	0%	4	2.1%	-6	10	-11%	-4%	13	-2
O=C(CSc1ccc2c(c1)OCCO2)N1CCN(c2ccccc2)CC1	-1%	5	0.4%	-8	-4	-1%	-1%	-14	-2
O=C(c1ccc(COc2ccccc2Br)cc1)N1CCCCCC1	2%	18	-0.1%	-10	-37*	1%	-10%	x	-5
CC1CCN(c2ccccc2NC(=S)NC(=O)c2cccs2)CC1	-1%	3	3.9%	-3	-23	-4%	-6%	2	-10
Nc1cc([N+](=O)[O-])ccc1OCc1ccccc1	-10%	x	x	x	x	-5%	-4%	x	-1
CCC(CO)Nc1nc2ccc(Cl)cc2c2ccccc12 (stereo not drawn)	-4%	18	1.8%	-7	-22	-2%	-22%	x	-1
CC(=O)c1cccc(N(C(=O)c2ccccn2)C(C(=O)NC2CCCCC2)c2cccs2)c1 (stereo not drawn)	5%	-1	0.0%	-8	-2	-3%	-1%	3	11
O=C(NCC(=O)N1CCN(c2ncccn2)CC1)c1ccccc1F	-3%	x	x	x	x	0%	0%	x	3
O=C(CSc1nnc(-c2ccccc2)n1Cc1ccccc1)NNC(=O)c1ccccc1O	2%	-1	3.1%	-3	-3	-4%	u	1	-25
CCN(CC)C(=O)CN1C(=O)c2cccc3cccc1c23	-3%	3	6.7%	2	-1	-4%	2%	-7	-11
COc1ccc(/C=C/C(=O)c2ccc3c4c(cccc24)CC3)cc1OC	u	7	1.7%	6	-3	-4%	-13%	9	4
CC(=O)c1ccc(S(=O)(=O)NCc2ccc(C(=O)N(C)CC(=O)Nc3cccc(F)c3)cc2)cc1	-20%	0	-2.3%	-7	6	-4%	1%	x	-8
COc1ccc(CCNC(=O)CN2C(=O)COc3ccc(S(=O)(=O)N4CCCC4)cc32)c(OC)c1	0%&-8%	4&1	-0.8%&0.3%	0&-2	-86*!	1%&-2%	2%&12%	9&-3	22&3
Cc1ccc(C(=O)c2cn[nH]c2-c2ccccc2O)cc1	-8%	5	0.0%	1	-22	1%	-6%	10	-8
CC1CCN(C(=O)CSc2ccc(-c3cccnc3)nn2)CC1	-5%	2	4.4%	10	8	-2%	-5%	0	-4
Cc1ccc2nc(Cl)c3nnnn3c2c1	1%	-1	1.4%	8	-6	-16%	u	-1	-12

A draw from above in order of formula weight, falling.
SMILES	Vif-APOBEC3F blk	D1 ag	RXFP1 ag	D1 PAM	D1 antag	GRP78 ERSR act	Vif-APOBEC3G blk	D2 PAM	RXFP1 antagonist
O=C(NCC(=O)N1CCN(c2ncccn2)CC1)c1ccccc1F	-3%	x	x	x	x	0%	0%	x	3
Cc1ccc(C(=O)c2cn[nH]c2-c2ccccc2O)cc1	-8%	5	0.0%	1	-22	1%	-6%	10	-8
Cc1ccc(S(=O)c2snnc2C)cc1 (stereo not drawn)	12%	3	2.6%	4	2	2%	-11%	5	17
